Screens: PubChem BioAssay, Broad Institute
Statin myotox sup: suppressors of statin myotoxicity in C2C12 myotubes, primary screen, cell-based, single point, plate reader; C2C12 myotubes + simvastatin, ATP luminescence, 48 h; scaled: DMSO 0, geranylgeraniol control 100; rescue of ATP level, % at 7.49 µM; hit rate 0.78% among 330,000; AID 602340, 2012;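 active means mean ATP rescue above about 67%, or every replicate alone reaching that limit, limit read from the data, passing the limit was not always enough; inconclusive means no clear call, values can overlap the other calls; inactive means mean under the limit and some replicate under it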;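 further: myotubes were challenged with 10 µM simvastatin during compound exposure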
PAX8 reporter: inhibitors of PAX8-driven TPO luciferase reporter, primary screen, RMG-I cells, single concentration; SteadyGlo, 24 h; AID 652154, 2013; inhibition, % at 12.6 µM; hit rate 1.2% among 360,000;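 active means mean replicate inhibition at least 60% with every replicate also reaching 60%; inconclusive means only one of the two criteria is met; inactive means mean below 60% and not all replicates reaching 60%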;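 further: luciferase light reporting Pax8 driven TPO promoter activity; plate controls were median of neutral control wells for no effect and mitoxantrone controls for full effect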
PglD inh: C. jejuni PglD acetyltransferase inhibitors, primary screen, biochemical, DTNB colorimetric, single point; UDP-N-acetylbacillosamine N-acetyltransferase PglD (Campylobacter jejuni); purified PglD enzyme, DTNB colorimetric CoA detection; inhibition, % at 12.5 µM; hit rate 0.098% among 360,000; AID 602405, 2012; in the data active means inhibition above about 16%, passing the limit was not always enough; inconclusive means no clear call, values can overlap the other calls; further: strong numbers were not always called active
INS-1E GSIS act: GLuc luminescence reporter in INS-1E cells, primary screen for activators of glucose-dependent secretion of insulin; hit rate 0.61% among 370,000; activation, % at 16.6 µM; INS-1E GLuc reporter insulin secretion, 2-3 h;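 active means lowest replicate activation of at least 40%, so every replicate reaches that level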;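 further: 0% = median of neutral control wells and 100% = median of IBMX positive control wells; some compounds called inactive have numbers as strong as hits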
PGC1a acetyl inh: inhibitors of PGC1a acetylation signal, primary screen, cell-based, U2OS, AlphaScreen, inhibitor mode; AlphaScreen anti-acetyl-lysine; with virally co-expressed GCN5 acetyltransferase; inhibition, % at 15.6 µM; hit rate 0.17% among 350,000; AID 651687, 2012;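 active means every replicate shows inhibition of at least 40%; inconclusive means mean inhibition at least 40% but some replicate below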;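 further: 0% = neutral control wells and 100% = positive control wells; some results beyond the cut were filed as inactive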
ARNT-TACC3 inh: disruptors of ARNT/TACC3 protein interaction, primary screen, biochemical, AlphaScreen, single concentration. hit rate 0.66% among 390,000. inhibition, % at 9.99 µM. AlphaScreen His-ARNT PAS-B/GST-TACC3 binding, luminescence; TACC3 fragment carries E629A point mutation. AID 623870, 2012;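 active means mean inhibition of replicates at least 50% and at least half of replicates each reaching 50%; inconclusive means half or more replicates reach 50% but mean below 50%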;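 further: 0% = complete ARNT plus TACC3 wells and 100% = ARNT alone without TACC3; many hits fall short of the cut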
LGR2 antag: inhibitors of bursicon-induced LGR2 CRE-luciferase signal, primary screen, cell-based, HEK293, CRE-luciferase reporter, bursicon stimulation; Drosophila bursicon receptor LGR2 (rickets); inhibition, % at 9.99 µM; bursicon-stimulated, 4 h; AID 720647, 2013; hit rate 0.35% among 380,000;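 active means drop in luminescence signal, shown as inhibition above about 50% in the replicate tests, limit read from the data, passing the limit was not always enough; inconclusive means probably only some replicates passing the limit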;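 further: agonist challenge used bursicon conditioned medium at about half maximal strength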
Cneo AK release: Cryptococcus neoformans cell lysis inducers, primary screen, AK release luminescence, single concentration; hit rate 0.2% among 360,000; lysis activity, % at 15 µM; C. neoformans lysis, adenylate kinase release luminescence, 4 h; normalised: neutral wells 0, clomiphene wells 100;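 active means mean lysis activity across replicates of at least 80%, whatever share of replicates individually reach that level; inactive means mean lysis activity below 80%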
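Assay system: Cryptococcus neoformans yeast cells / Dosing: single-point compound dose / Timing: 4 h at 37 °C static, read 1 h later / Measured by: luminescence of released adenylate kinase using an AK detection reagent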
* hit, by the source's call; u = inconclusive; x = no result given.

Structure | Statin myotox sup | PAX8 reporter | PglD inh | INS-1E GSIS act | PGC1a acetyl inh | ARNT-TACC3 inh | LGR2 antag | Cneo AK release
O=C(Nc1cnn(C23CC4CC(CC(C4)C2)C3)c1)c1cnn2cccnc12 | -60 | x | -1 | 19 | -5 | -3 | -20 | -6
Oc1c(Br)cc(Br)cc1CNc1ccc(F)cc1 | x | 17 | x | -10 | -6 | 6 | -7 | x
C[C@H]1CN([C@@H](C)CO)C(=O)c2cc(-c3cccc(F)c3)cnc2O[C@@H]1CN(C)Cc1cncnc1 | x | x | 5 | 11 | -3 | -5 | -32 | -1
COc1ccc(NC(=S)Nc2ccccc2C(F)(F)F)cc1 | x | -3 | x | -13 | -3 | -7 | -3 | x
O=C(CN(Cc1ccc(Cl)c(Cl)c1)S(=O)(=O)c1ccccc1)N/N=C\c1ccc2c(c1)OCO2 | 27 | x | -1 | x | -20 | 0 | x | 5
CCN(C(=O)CSc1nc2ccccc2n1CC(C)C)c1c(N)n(Cc2ccccc2)c(=O)[nH]c1=O | 3 | 17 | -1 | -6 | 1 | x | 3 | 2
Cc1ccccc1-c1cc2nc(-c3ccc([N+](=O)[O-])cc3)cc(=O)n2[nH]1 | x | 9 | x | 2 | -7 | -6 | -11 | x
Cc1ccsc1C(=O)OCC(=O)NCc1ccccc1 | x | -37 | x | -14 | x | 2 | -15 | x
COCCOC(=O)CC1=NC(=O)CS1 | -1 | x | 0 | x | -4 | 10 | x | 1
Cc1onc(C(=O)N2CCOCC2)c1[N+](=O)[O-] | x | -13 | x | -4 | 0 | -7 | 4 | x
O=C(N[C@@H](Cc1ccccc1)C(=O)NCCc1c[nH]c2ccccc12)c1ccco1 | 21 | 14 | -2 | 2 | x | x | 11 | 3
CCC(C)Nc1c([N+](=O)[O-])cc(C)cc1[N+](=O)[O-] (stereo not given) | -6 | x | x | x | 10 | 1 | 4 | x
Cc1cccc(NC(=O)CSc2nnc(CNC(=O)c3ccc(S(=O)(=O)N(C)C)cc3)n2-c2ccc(F)cc2)c1 | x | 24 | 4 | -25 | x | x | -3 | -2
CCc1ccc(NC2CC(=O)N(c3ccc(OC)cc3OC)C2=O)cc1 (stereo not given) | -34 | x | 9 | 1 | 2 | -14 | 4 | 12
COc1ccc(OCCCC(=O)Nc2ccc(OC)c(S(=O)(=O)N3CCOCC3)c2)cc1 | 6 | 9 | 0 | -4 | 17 | -8 | 8 | 0
c1ccc2sc(NC3=NCN(C4CCCCC4)CN3)nc2c1 | 6 | x | x | 19 | 5 | -4 | -39 | -2
CCOc1ccccc1NC(=O)Nc1c(C)n(-c2ccccc2)c(=O)n1C | 1 | x | x | 13 | 3 | 1 | 17 | x
CC(=O)N1CCCCN2[C@H](CO)[C@@H](c3ccc(Br)cc3)[C@H]2C1 | -5 | 8 | 4 | 15 | 9 | -6 | -5 | -1
Cc1ccc(C2C(C#N)=C(N)Oc3cc(N)ccc32)cc1 (stereo not given) | -4 | -12 | -5 | 18 | x | -4 | 3 | -1
CCOC(=O)c1[nH]c(C)c(C(=O)N2CCN(C(=O)OCC)CC2)c1CC | 0 | x | -4 | x | 2 | 30 | x | -1
COC(=O)C1CCN(C(=O)c2ccccc2Oc2ccccc2)CC1 | 4 | -9 | -3 | x | -3 | 0 | x | 0
Oc1ccc(CCc2ccccn2)cc1 | 2 | -25 | -5 | 22 | -2 | x | u | 0
Cc1nc2sccn2c(=O)c1S(=O)(=O)N1CCN(c2ccccc2F)CC1 | -6 | -82 | -3 | x | 0 | x | x | -1
c1ccc(-c2ccc(C3=Nn4c(nnc4-c4cccs4)SC3)cc2)cc1 | x | 8 | 3 | -27 | -3 | 0 | -3 | 0
C[C@H](CO)N1C[C@H](C)[C@H](CN(C)C)Oc2ncc(-c3cccc(C(F)(F)F)c3)cc2C1=O | 16 | x | 3 | -9 | 14 | -8 | 1 | 0
CCc1nc(NCc2ccccc2)c(C#N)c2c1CCCC2 | x | 9 | 2 | -15 | x | -4 | 5 | 1
C[C@@H]1CN([C@@H](C)CO)C(=O)c2cc(NC(=O)Cc3ccccc3)ccc2O[C@H]1CN(C)Cc1ccc2c(c1)OCO2 | -15 | 11 | 1 | -9 | -2 | 0 | 7 | -3
CCn1c(=NC(=O)C2COc3ccccc3O2)sc2c(C)ccc(OC)c21 (stereo not given) | x | 6 | x | 1 | x | 37 | 4 | x
C[C@@H]1CN([C@H](C)CO)C(=O)CCCn2nncc2CO[C@H]1CN(C)C(=O)Nc1ccc(C(C)(C)C)cc1 | 11 | -7 | -2 | -7 | -9 | 1 | -7 | -5
COc1ccc(C(=O)O)cc1NC(=S)NC(=O)/C=C/c1ccc(C(C)C)cc1 | -5 | -7 | 3 | -22 | 9 | 27 | -12 | 0
COCC(=O)N1CC2(C1)CN(Cc1nccs1)[C@@H](CO)c1c2c2ccc(OC)cc2n1C | x | -14 | x | 19 | 7 | x | 11 | x
COc1ccc(CN(C)S(=O)(=O)c2ccc3c(c2)OCCO3)cc1 | 12 | -5 | -2 | 8 | x | -4 | -9 | 0
CCC(=O)Nc1nnc(SCc2cccc(F)c2)s1 | x | 2 | x | 5 | -2 | 2 | -17 | x
CNC(=O)Nc1ccc(Cl)cc1 | x | -16 | 1 | x | -17 | -1 | x | -2
O=C(c1cccc(F)c1)N1CCN(Cc2c[nH]c3ccccc23)CC1 | 16 | x | -1 | x | 2 | 5 | x | -1
CN(C)c1ccc(/C=N/NC(=O)c2cnc3ccccc3c2)cc1 | 6 | -12 | 6 | 0 | 3 | 1 | -5 | 4
Cc1ccc(S(=O)(=O)Nc2ccc3c(c2)CC(=O)N([C@@H](C)CO)C[C@H](C)[C@@H](CN(C)CC2CCCCC2)O3)cc1 | 33 | x | 0 | -13 | 0 | 5 | -16 | 2
COc1cccc(CNC(=O)c2ccc(CS(=O)Cc3ccc(C)cc3)o2)c1 (stereo not given) | -1 | 4 | 2 | 12 | -14 | -3 | -2 | -1
Cc1ccccc1-c1ccc([C@H]2[C@H]3CN(S(C)(=O)=O)CCCCN3[C@H]2CO)cc1 | 2 | -4 | -3 | -15 | 5 | 2 | -5 | 1
C[C@@H]1CN([C@H](C)CO)C(=O)c2cc(C#CCc3ccccc3)cnc2O[C@@H]1CN(C)C(=O)C1CCCCC1 | -1 | -2 | 0 | 56 | -17 | -4 | 7 | 3
O=C(CCS(=O)(=O)Cc1ccccc1)Nc1nncs1 | -2 | 53 | x | -1 | x | 3 | 12 | x
Cc1c(OCC(=O)N2C[C@H]3C[C@@H](C2)c2cccc(=O)n2C3)ccc2c3c(c(=O)oc12)CCC3 | 3 | x | -4 | -12 | 5 | -1 | -4 | -8
Cc1cccn2c(=O)c(C=O)c(Nc3ccc(S(N)(=O)=O)cc3)nc12 | 12 | x | 0 | x | -1 | -3 | x | 3
C[C@H](CO)N1C[C@H](C)[C@@H](CN(C)S(=O)(=O)c2ccc(Cl)cc2)Oc2c(NC(=O)c3ccc(-c4nccs4)cc3)cccc2C1=O | 43 | -2 | 1 | -15 | -1 | -3 | 8 | 2
C[C@@H]1CN([C@H](C)CO)C(=O)c2cc(N(C)C)ccc2O[C@@H]1CN(C)CC1CCCCC1 | 16 | 15 | 1 | 2 | -3 | -2 | -18 | 0
Cc1ccc(OCCC(=O)Nc2ccc(C)c(S(=O)(=O)N3CCOCC3)c2)cc1 | 8 | 18 | 1 | -53 | x | 2 | 8 | 2
CCN(CC(=O)Nc1ccc2c(c1)OCCO2)C(=O)c1cc(Cl)nc2ccccc12 | 2 | 4 | 3 | -6 | 20 | -12 | 4 | 0
Cn1c(C(=O)N[C@@H](Cc2ccccc2)C(=O)O)cc2cc(Cl)ccc21 | 1 | 8 | 4 | -4 | -4 | -10 | 3 | 0
CC(=O)N1CC(C)Oc2ccc(S(=O)(=O)NC(CC(=O)O)c3ccc(C)cc3C)cc21 (stereo not given) | 5 | -11 | -1 | 28 | 4 | -1 | 7 | 0
CC(=O)Nc1ccc(S(=O)(=O)N2CCN(C(=O)c3ncoc3-c3ccc(C)cc3)CC2)cc1 | -6 | 7 | 4 | -10 | x | 0 | 10 | -1

The listing continues.
Structure | Statin myotox sup | PAX8 reporter | PglD inh | INS-1E GSIS act | PGC1a acetyl inh | ARNT-TACC3 inh | LGR2 antag | Cneo AK release
COC(=O)c1ccc(CSc2nnc(NC(C)C)s2)o1 | 10 | -10 | x | 14 | -7 | 0 | -15 | x
CCCN(CCC)C(=O)Cn1c(=O)n(CCCCC(=O)NC2CCCC2)c(=O)c2ccccc21 | 97* | x | 6 | 11 | 5 | -1 | 24 | -2
COc1ccc(OC)c(C2/C(=C(/O)c3cnn(-c4ccccc4)c3C)C(=O)C(=O)N2CCN(C)C)c1 (stereo not given) | x | -18 | x | -5 | 10 | 6 | -7 | x
CC(C)C(=O)Nc1cccc(C(=O)N2CCCCC2C)c1 (stereo not given) | -32 | 2 | 3 | x | -20 | -9 | x | 1
Cc1ccc(NC(=O)OCCN2CCN(S(=O)(=O)c3ccc(C)cc3)CCC2=O)cc1 | -4 | 21 | 3 | -22 | -2 | 23 | -3 | 0
CCOCCCNC(=S)N1C2CCC1CC(NC(=O)NC1CCCCC1)C2 (stereo not given) | -13 | x | 4 | -4 | -6 | -20 | -14 | -2
O=C(COC(=O)C1=COCCO1)Nc1cccc(Oc2ccccc2)c1 | x | -5 | -1 | x | -11 | x | x | 1
O=C(CSc1nc2c(cnn2-c2ccccc2)c(=O)[nH]1)N1N=C(c2cccs2)CC1c1ccc(F)cc1 (stereo not given) | 1 | -6 | 2 | x | 7 | -1 | -3 | 5
Cc1ccc(O)c(/C=N/NC(=O)c2[nH]ncc2Br)c1 | 5 | 39 | 1 | 6 | 10 | 9 | -61 | -5
CC(NC(=O)NC(=O)c1ccc(F)cc1)C1CC1 (stereo not given) | 9 | -62 | -2 | -15 | 2 | 1 | -8 | 0
Cc1nnc(SCC(=O)Nc2cccc(N)c2)n1-c1ccccc1 | 4 | 6 | 1 | -5 | 12 | -5 | 14 | -1
O=C1CC(N2CCN(Cc3ccc(Cl)cc3)CC2)C(=O)N1CCc1ccccc1 (stereo not given) | x | 5 | 3 | 2 | 7 | 1 | x | -5
CCN(C(=O)COC(=O)CCC(=O)c1ccccc1)c1c(N)n(Cc2ccccc2)c(=O)[nH]c1=O | 0 | -4 | -1 | 6 | 1 | -1 | 6 | -9
COc1ccc(C(=O)Nc2nncs2)cc1S(=O)(=O)N1CC(c2ccccc2)CC1=O (stereo not given) | -4 | 1 | 2 | 25 | -1 | x | 11 | -1

Rows were taken by chance, and some 2.9% of all compounds hit somewhere here.
